High-throughput results from PubChem.
p53 reactivator = re-activators of mutant p53; H1299 p53-A138V BP100-luciferase reporter, luminescence, 24 h; AID 504706; Potency, µM (series often up to 92.2 µM), for inactives: at the highest dose activity change, positive = activation, hits mostly activators; actives 0.063% (n = 320,000); further: potency means the concentration at half of the fitted maximal effect; % of control where 0% means no effect; nearly all actives have a fitted effect of over 45% in size
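p53-null H1299 cells stably carrying temperature-sensitive p53-A138V and a BP100-luciferase reporter were pinned with compounds (4-point, 1:5 series) and held 24 hrs at 37 deg C. Luminescence was read 10 min after detection reagent.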
PKM2 act = activators of human pyruvate kinase M2; P14618; purified PKM2, Kinase-Glo ATP luminescence, activation; response scale: 0% is enzyme alone, no compound; Potency, µM (highest dose often 57.5 µM), inactives show at the highest dose activation, hits mostly activators; actives 0.34% (n = 260,000); AID 1631; further: potency means the concentration at half of the fitted maximal effect; on the % scale 0 is the no-effect control and ±100 the full control effect; nearly all actives have a fitted effect of over 55% in size
Target sequence (P14618 whole entry, looked up): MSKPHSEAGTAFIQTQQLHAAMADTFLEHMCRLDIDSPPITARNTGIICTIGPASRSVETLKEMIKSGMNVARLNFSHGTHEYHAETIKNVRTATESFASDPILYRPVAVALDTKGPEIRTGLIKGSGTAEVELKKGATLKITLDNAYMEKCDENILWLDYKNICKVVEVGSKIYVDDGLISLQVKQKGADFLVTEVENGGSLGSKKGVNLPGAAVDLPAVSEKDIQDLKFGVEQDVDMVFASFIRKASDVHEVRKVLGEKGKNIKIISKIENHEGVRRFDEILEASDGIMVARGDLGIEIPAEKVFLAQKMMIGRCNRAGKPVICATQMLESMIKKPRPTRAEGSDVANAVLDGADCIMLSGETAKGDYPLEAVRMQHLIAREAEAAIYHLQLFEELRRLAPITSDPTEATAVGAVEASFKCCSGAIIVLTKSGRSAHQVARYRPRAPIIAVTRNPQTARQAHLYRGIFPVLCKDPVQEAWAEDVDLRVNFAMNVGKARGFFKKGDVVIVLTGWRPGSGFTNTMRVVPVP
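Purified hPK-M2 (>95%) run at intermediate activity with 0.1 mM ADP and 0.5 mM PEP in 50 mM imidazole pH 7.2, KCl, MgCl2; 1 h room temperature. ATP formed read by Kinase-Glo luminescence; normalized to uninhibited and no-enzyme controls.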
ELG1 genotoxic = genotoxicity induction in ELG1-luciferase HEK293T cells | HEK293T ELG1-luciferase reporter, luminescence, 16 h | Potency, µM (titrated, usually from 46 µM), without a hit: at the highest dose activity change, positive = activation, most hits filed as activators | actives 1.3% (n = 330,000); further: potency means the concentration at half of the fitted maximal effect; % of control where 0% means no effect; nearly all actives have a fitted effect of over 60% in size
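ELG1-luciferase HEK293T cells, 2,000/well; compound pinned in; 16 hr, 37 °C, 5% CO2; ONE-Glo, 30 min RT; luminescence on CCD imager.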
RORg inh = ROR gamma (mouse) transcription inhibition | Drosophila S2 Gal4-RORgamma UAS-luciferase reporter, 20 h | Potency, µM (highest dose often 53.6 µM), for the others: at the highest dose activity change, negative = inhibition, actives largely listed as inhibitors | actives 5.4% (n = 310,000) | AID 2551; further: potency means the concentration at half of the fitted maximal effect; on the % scale 0 is the no-effect control and ±100 the full control effect; nearly all actives have a fitted effect of over 60% in size
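Read-out: Photinus luciferase luminescence; inhibitors lower reporter signal. Insect Schneider cells with Gal4-ROR gamma fusion under metallothionein promoter, UAS reporter; 700 uM final copper sulfate induction, 20 hr, ambient temperature.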
Gal4-VP16 FLuc = Gal4-VP16 reporter inhibition counter-screen; Drosophila S2 Gal4-VP16 UAS-luciferase, luminescence, 20 h; Potency, µM (titrated, usually from 53.6 µM), inactives show at the top dose activity, negative = inhibition, most hits filed as inhibitors; actives 3.5% (n = 310,000);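 further: Gal4-VP16 expression switched on by copper sulfate through the metallothionein promoter; potency means the concentration at half of the fitted maximal effect; on the % scale 0 is the no-effect control and ±100 the full control effect; nearly all actives have a fitted effect of over 50% in size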
Rab9 prom act = activators of Rab9 promoter. Potency, µM (highest dose often 9.22 µM), for the others: at the top dose activation, negative = inhibition, usual class: activators. AID 485297. actives 2.8% (n = 320,000). Huh7 Rab9 promoter-luciferase reporter, luminescence, 24 h; further: potency means the concentration at half of the fitted maximal effect; % of control where 0% means no effect; nearly all actives have a fitted effect of over 60% in size
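Measured in stably transfected Huh7 cells bearing a Rab9 promoter–luciferase construct: 24 h compound treatment at 37 °C, followed by luminescence detection.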
Menin MLL FP TR = inhibitors of human menin-MLL interaction, mutant MLL peptide | Menin + Texas Red MLL mutant peptide, fluorescence polarization | O00255 | Potency, µM (highest dose often 61.6 µM), without a hit: top-dose FP activity change, negative = inhibition, most hits filed as inhibitors | AID 1768 | actives 0.23% (n = 270,000); active means well fitted inhibition curve with a large enough effect in the polarisation, with a control signal flat, not every such curve was filed as active; inconclusive means small, poorly fitted or top-dose-only effect, or effect the other way, or a change in a side signal; inactive means no such curve, though single readings can be large or run the other way; the % refers to the polarisation; further: potency means the concentration at half of the fitted maximal effect; % of control where 0% means no effect; many of its hits are not listed in these tables
BRCA1 expr up = BRCA1 expression activation. AID 624202. Potency, µM (highest dose often 46.1 µM), inactives show at the top dose activation, actives largely listed as activators. MCF7-BRCA1-FFLuc reporter, luminescence, 48 h; response scale: scaled: vehicle 0%, 10 µM genistein 100%. actives 1.1% (n = 380,000); further: potency means the concentration at half of the fitted maximal effect; nearly all actives have a fitted effect of over 80% in size; some results filed as inactive show a strong effect at the top dose
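Using MCF7 cells harboring a BRCA1 firefly luciferase reporter, plated 2 h before compound pinning, the screen measured luminescence after 48 h incubation. Responses were normalized to DMSO and 10 microM genistein, then fitted for concentration-effect.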
Giardia killer = Giardia lamblia killing; Giardia lamblia trophozoite viability; activity change, % at 7.66 µM, hits read low; actives 0.15% (n = 340,000); AID 540267; in the data active means activity change below about -80%; inconclusive means between about -30% and that limit;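 further: parasites exposed to compound for two days anaerobically before the ATP read; on the % scale 0 is the no-effect control and ±100 the full control effect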
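Luminescent ATP signal served as the viability read-out, measured 15-30 min after adding ATP detection reagent to trophozoites that had been incubated with compounds for 48 hrs at 37 deg C anaerobically at 100 cells/well.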
FLuc modulator = firefly luciferase modulation, counter-screen for miR-21 project | actives 6.9% (n = 360,000) | AID 588342 | Potency, µM (series often up to 57.5 µM), inactives show at the top dose activity change, negative = inhibition, hits mostly inhibitors | purified FLuc, Km substrates, luminescence inhibition | P08659;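 further: potency means the concentration at half of the fitted maximal effect; plate controls were vehicle for no effect and reference inhibitor for full effect; nearly all actives have a fitted effect of over 55% in size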
Target sequence (P08659 whole entry, looked up): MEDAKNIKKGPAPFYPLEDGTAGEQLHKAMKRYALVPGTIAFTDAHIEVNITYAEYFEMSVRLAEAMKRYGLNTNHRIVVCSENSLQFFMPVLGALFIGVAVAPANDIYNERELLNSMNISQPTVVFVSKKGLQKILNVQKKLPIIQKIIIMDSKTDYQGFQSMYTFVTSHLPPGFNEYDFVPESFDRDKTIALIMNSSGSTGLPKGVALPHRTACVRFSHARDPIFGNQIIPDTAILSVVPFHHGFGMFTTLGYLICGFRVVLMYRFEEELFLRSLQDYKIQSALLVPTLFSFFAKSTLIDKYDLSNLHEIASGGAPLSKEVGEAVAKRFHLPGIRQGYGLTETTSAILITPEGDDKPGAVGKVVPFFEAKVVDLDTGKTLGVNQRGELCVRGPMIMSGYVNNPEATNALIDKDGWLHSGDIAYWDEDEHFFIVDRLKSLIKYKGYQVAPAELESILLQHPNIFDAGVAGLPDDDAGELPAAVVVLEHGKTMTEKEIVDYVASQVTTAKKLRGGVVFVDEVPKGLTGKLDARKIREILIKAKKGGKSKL
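Biochemical qHTS of compounds, final roughly 60 µM downward over six points, against 10 nM purified firefly luciferase using Km concentrations of substrates (10 uM D-luciferin, 10 uM ATP) in Tris acetate pH 7.5 buffer; luminescence output.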
NPC1 prom act = NPC1 promoter activation | actives 2.4% (n = 320,000) | AID 485313 | Potency, µM (series often up to 9.22 µM), for inactives: at the top dose activation, actives largely listed as activators | Huh7 NPC1 promoter luciferase reporter, 24 h;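 further: potency means the concentration at half of the fitted maximal effect; % of control where 0% means no effect; nearly all actives have a fitted effect of over 60% in size; reporter is driven by a mutant NPC1 promoter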
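Quantitative HTS used a cell-based reporter: Huh7 cells stably bearing the NPC1 promoter upstream of luciferase were treated with compounds for 24 h, and promoter activation was read as luminescence.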
Starred values were filed as active, the others as inactive; ? = inconclusive; nt = no result given; [ ] = remark or other dose. Unless noted, the call rests on the fitted dose curve; in most records, active means well fitted curve in the direction sought with a large enough effect; inconclusive means small, poorly fitted or top-dose-only effect, or another doubt; inactive means no such curve, though single readings can be large; an effect the other way counts as inactive or inconclusive. Some of the compounds tested; count on the stated rates, not on these rows.

SMILES	p53 reactivator	PKM2 act	ELG1 genotoxic	RORg inh	Gal4-VP16 FLuc	Rab9 prom act	Menin MLL FP TR	BRCA1 expr up	Giardia killer	FLuc modulator	NPC1 prom act
CCCCc1c(O)nc(SCC(=O)c2ccccc2)n(-c2ccccc2)c1=O	-1%	4%	3%	8%	5%	7%	nt	-22%	6	-5%	3%
Cc1cc(OCC(=O)NCC(O)c2ccccc2)c2c(C)c(C)c(=O)oc2c1 (stereo not drawn)	-8%	nt	1%[9.26 µM]	29%	-21%	-3%	-7%	-4%	16	-1%	-4%
COc1ccc(-n2c(=O)c3ccccc3n(CC(=O)NC3CCCC3)c2=O)c(OC)c1	8%	-7%	-3%	12%	-4%	6%	18%	1%	7	-3%	-4%
CCOc1ccc(/C=C(\C#N)C(=O)Nc2ccccn2)cc1	-13%	-3%	0%	2%	1%	4%	13%	-7%	19	3.4µM*	2%
CCOc1ccc(N2C(=O)c3cccnc3C2Nc2ccc(OC)cc2)cc1 (stereo not drawn)	-3%	-4%	1%	9%	-4%	-4%	-7%	-4%	1	0%	-2%
O=C(COc1nsnc1N1CCOCC1)Nc1ccc([N+](=O)[O-])cc1	-2%	nt	-6%	1%	4%	-2%	13%	-19%	?	-1%	-1%
CN1C(=O)NC(c2ccc(O)cc2)C2=C1CN(c1ccccc1)C2=O (stereo not drawn)	-3%	-1%	-1%	-4%	3%	-4%	nt	2%	-4	1%	1%
CCOC(=O)CC(NC(=O)c1ccccc1F)c1ccc(C)cc1 (stereo not drawn)	-2%	3%	0%	10%	5%	-1%	-7%	-10%	13	-2%	17%
COc1cccc(-c2cccc(NC(=O)C3CCN(C4CCOCC4)CC3)c2)c1	14%	nt	1%	-20%	0%	-3%	nt	13%	19	-2%	0%
CC1CCC(NC(=O)CNC(=O)Cc2cccc3ccccc23)CC1 (stereo not drawn)	-3%	3%	-1%	-5%	7%	-3%	-17%	-21%	-11	0%	-8%
O=C(Nc1ccccc1[N+](=O)[O-])C1COc2ccccc2O1 (stereo not drawn)	22%	-4%	?	15%	9%	3.5µM*	1%	15%	-6	9.5µM*	2.8µM*
Cn1nc(C(=O)NC2CCC(O)CC2)c2ccccc2c1=O (stereo not drawn)	3%	nt	2%	nt	nt	0%	nt	2%	0	4%	0%
O=C(CCCOc1ccccc1)N1CCN(c2ccccn2)CC1	?	5%	2.1µM*	?	?	0.89µM*	2%	13%	7	6.7µM*	1.3µM*
COc1ccc(CN2CCNC(=O)C2CC(=O)NCc2cnn(C)c2)cc1OC (stereo not drawn)	-2%	4%	4%	-21%	1%	-3%	-3%	-32%	3	-2%	0%
CC(C)Cc1nnc(NC(=O)CSc2nc(O)c(-c3ccccc3)c(=O)[nH]2)s1	-3%	-3%	3%	-2%	-3%	-1%	-19%	-11%	-1	?	-1%
N#Cc1ccc(CN2CCN(C(=O)c3cn(Cc4ccccc4)nc3-c3cccnc3)CC2)cc1	4%	nt	0%	nt	nt	1%	nt	1%	-15	8%	0%
O=C(OCc1ccc([N+](=O)[O-])cc1)C1CC(=O)N(c2ccccc2)C1 (stereo not drawn)	2%	1%	1%	18%	-10%	3%	0%	15%	-16	1%	-2%
CCN(CC)CCn1c(=N)n(CCO)c2ccccc21	-5%	1%	-3%	3%	-4%	0%	-4%	-13%	8	-1%	2%
Cc1ccc(-n2cc(-c3ccccc3)c3c(N4CCN(C)CC4)ncnc32)cc1	0%	2%	-11%	-32%	-13%	-4%	?	-56%	7	-19%	-11%
CC(=O)Nc1c(-c2ccc(Cl)cc2)c(=O)c2ccccc2n1C	-1%	nt	1%	-14%	-6%	-2%	0%	1%	13	0%	-2%
Cc1ccc(-c2nnn(CC(=O)N(c3ccc(F)cc3)C(C(=O)NC3CCCC3)c3ccncc3)n2)o1 (stereo not drawn)	2%	nt	8%	-17%	2%	-13%	7%	0%	1	1%	-1%
Cc1ccc(CC(=O)N2CCN(C(=O)c3ccco3)CC2)cc1	0%	0%	2%	34%	14%	-5%	-1%	16%	31[activator]	-1%	1%
N#CCSc1nc2ccccc2c(=O)n1-c1ccccc1	-8%	-1%	2%	11%	11%	-8%	1%	-4%	2	-1%	-4%
O=C(NCc1ccco1)c1cc(S(=O)(=O)N2CCOCC2)ccc1Cl	-7%	-10%	-2%	-7%	-11%	0%	-2%	-10%	-4	1%	8%
Cc1ccc(C2(c3noc(CN(C)CCCN4CCOCC4)n3)CCCC2)cc1	-3%	0%	-1%	-6%	-8%	-5%	-21%	nt	nt	0%	-9%
COc1ccc(Cl)cc1NC(=O)NCc1ccc2c(c1)OCO2	4%	9%	-10%	20%	7%	4%	nt	0%	0	?	3%
CCn1cc(C(=O)N[C@@H](C)C(=O)NCCCO)c(=O)c2cc3c(cc21)OCO3	6%	nt	0%	-5%	1%	-2%	0%	1%	1	3%	-1%
Cc1cc(N2CCCC2=O)cc(C)c1CN1C(=O)c2ccccc2C1=O	-1%	-5%	-4%	18%	-4%	-1%	9%	-8%	5	-2%	-6%
NS(=O)(=O)c1ccc(CNC(=O)CC23CC4CC(CC(C4)C2)C3)cc1	-4%	-2%	1%	-6%	-6%	?	-5%	4%	15	-1%	13%
Nc1ccc2nc(SCc3ccc([N+](=O)[O-])cc3)sc2c1	15%	3%	0%	14%	-1%	3%	?	0%	-1	21µM*	-7%
COc1ccccc1C(=O)NCCC(=O)NCc1ccccn1	6%	nt	2%	nt	nt	3%	nt	5%	4	3%	-8%
CCSc1nnc(NC(=O)c2nc3nc(C)cc(C)n3n2)s1	-1%	1%	1%	2%	15%	-3%	1%	0%	2	-12%	7%
Cc1cc(C)c(S(=O)(=O)ON2C(=O)c3ccccc3C2=O)cc1C	-3%	3%	16%	14µM*	16µM*	-1%	?	-63%	5	?	-12%
Cc1nnc2ccc(N3CCOCC3)nn12	0%	0%	8%	1%	7%	2%	-1%	-14%	-8	0%	1%
CCOC(=O)N1CCN(C(=O)c2cnn3c(C(F)(F)F)cc(-c4cccs4)nc23)CC1	2%	-2%	-9%	6%	-14%[10 µM]	-2%	-7%	22%	-7	-1%	-7%
CN1CCN(C(=O)c2cnn(-c3ccccc3)c2NC(=O)c2cccs2)CC1	2%	1%	0%	-10%	1%	0%	3%	5%	-5	1%	2%
COc1c(F)c(F)c(C(=O)Nc2cccc(Cl)c2N2CCOCC2)c(F)c1F	nt	-15%	nt	4%	-4%	nt	8%	-11%	8	0%	nt
CCN1CCN(C(=O)c2ccc(-c3nc4ccccc4s3)s2)CC1	24%	-4%	14%	16%	0%	2.2µM*	-2%	?	6	?	?
COc1ccc(-n2cc(CNCC3CCOCC3)c(-c3cccc(F)c3)n2)cc1	-3%	1%	-3%	0%	-10%	-5%	0%	-32%	8	?	-5%
COCCNC(=S)N1CCC(c2nc(-c3ccc(N(C)C)cc3)no2)CC1	-4%	3%	-3%	?	?	8%	20%	16%	-18	?	-3%
Cc1ccc(S(=O)(=O)n2ccc(OC(=O)c3cccs3)n2)cc1	2%	1%	-1%	18%	1%	-4%	13%	-9%	23	-14%	2%
CC(C)(C)[C@@H]1C=C(C(=O)N2CCN(Cc3ccc4c(c3)OCO4)CC2)O[C@H](OCc2ccc(CO)cc2)C1	0%	3%	-5%	22%	-13%	-1%	?	0%	1	0%	4%
O=C(CCSCCc1ccccn1)Nc1nccs1	-4%	?	0%	4%	-3%	2%	5%[11.7 µM]	2%	-7	-3%	-1%
Cc1cc(C)n2nc(SCC(=O)NC3CCCCC3)nc2n1	-5%	nt	1%	4%	-4%	4%	nt	23%	0	-2%	-1%
Cc1nc(CC(=O)Nc2nc(-c3ccccc3)cs2)cs1	?	-10%	6%	38%	18%	25%	1%	11µM*	21	?	14%
COc1ccc(S(=O)(=O)NCC2CCCN(Cc3ccc(O)cc3)C2)cc1 (stereo not drawn)	-4%	nt	-3%	7%	14%	0%	-2%	-10%	8	1%	0%
Fc1ccc(Cn2cnc3ccccc32)cc1	-3%	-3%	-3%	-34%	23%	-3%	-4%	-23%	-5	-2%	-4%
COC(=O)c1ccc(S(=O)(=O)NCc2ccc(S(N)(=O)=O)cc2)n1C	-4%	-10%	3%	-8%	-9%	-8%	nt	0%	5	0%	-2%
